NPC1 prom act = NPC1 promoter activation. Huh7 NPC1 promoter luciferase reporter, 24 h. Potency, µM (doses to about 9.22 µM), for inactives: top-dose activation, usual class: activators. actives 2.4% (n = 320,000). AID 485313;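 further: potency means the concentration at half of the fitted maximal effect; % of control where 0% means no effect; nearly all actives have a fitted effect of over 60% in size; reporter is driven by a mutant NPC1 promoter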
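Stable NPC1-promoter luciferase Huh7 line; cpd (DMSO) 24 h, 37 °C, 5% CO2; Amplite luciferase reagent 10 min RT; luminescence readout. qHTS format.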
KCNH2 3.1 block = blocks the human KCNH2 3.1 channel isoform; U2OS KCNH2 3.1, thallium flux FluxOr; active compounds read low; activity change, % (tested at about 1.8 µM); actives 0.95% (n = 340,000);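 active means maximum activity change below -70%; inconclusive means maximum activity change from -70% to -50%; inactive means maximum activity change above -50%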;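 further: thallium influx rate constant from kinetic fluorescence after stimulation buffer; on the % scale 0 is the no-effect control and ±100 the full control effect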
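We transduce U2OS cells with the mutant 3.1 virus, culture them overnight, load FluxOr with Red40 quencher for 45 min, then add stimulation buffer and read kinetically for 2 min to derive a normalized rate constant.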
Rab9 prom act = Rab9 promoter activation; AID 485297; Huh7 Rab9 promoter-luciferase reporter, luminescence, 24 h; actives 2.8% (n = 320,000); Potency, µM (highest dose often 9.22 µM), for inactives: at the highest dose activation, negative = inhibition, hits mostly activators; further: potency means the concentration at half of the fitted maximal effect; % of control where 0% means no effect; nearly all actives have a fitted effect of over 60% in size
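Using Huh7 cells stably transfected with Rab9 promoter–luciferase, compounds were incubated 24 h at 37 °C, 5% CO2; luciferase luminescence was read 10 min after reagent addition.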
Tb PFK inh = inhibitors of T. brucei phosphofructokinase | actives 0.17% (n = 330,000) | Potency, µM (series often up to 57.5 µM), for inactives: at the highest dose activity, negative = inhibition, usual class: inhibitors | O15648 | AID 485367 | T. brucei PFK, ADP-Glo luminescence;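 further: potency means the concentration at half of the fitted maximal effect; 0% = uninhibited 1x PFK enzyme wells and -100% = no-enzyme wells; nearly all actives have a fitted effect of over 60% in size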
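1.25 nM PFK with 0.5 mM F6P and 0.1 mM ATP in 0.1 M TEA pH 8.0, 5 mM MgCl2, incubated 45 min at room temperature; ADP measured by ADP-Glo luminescence; compounds titrated up to 57 uM.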
RORgamma inh = blocks mouse ROR gamma transcriptional activity | actives 5.4% (n = 310,000) | Drosophila S2 Gal4-RORgamma UAS-luciferase reporter, 20 h | Potency, µM (titrated, usually from 53.6 µM), inactives show top-dose activity change, negative = inhibition, hits mostly inhibitors | P51450; further: potency means the concentration at half of the fitted maximal effect; on the % scale 0 is the no-effect control and ±100 the full control effect; nearly all actives have a fitted effect of over 60% in size
Target sequence (P51450 whole entry, looked up, the tested form may be a part): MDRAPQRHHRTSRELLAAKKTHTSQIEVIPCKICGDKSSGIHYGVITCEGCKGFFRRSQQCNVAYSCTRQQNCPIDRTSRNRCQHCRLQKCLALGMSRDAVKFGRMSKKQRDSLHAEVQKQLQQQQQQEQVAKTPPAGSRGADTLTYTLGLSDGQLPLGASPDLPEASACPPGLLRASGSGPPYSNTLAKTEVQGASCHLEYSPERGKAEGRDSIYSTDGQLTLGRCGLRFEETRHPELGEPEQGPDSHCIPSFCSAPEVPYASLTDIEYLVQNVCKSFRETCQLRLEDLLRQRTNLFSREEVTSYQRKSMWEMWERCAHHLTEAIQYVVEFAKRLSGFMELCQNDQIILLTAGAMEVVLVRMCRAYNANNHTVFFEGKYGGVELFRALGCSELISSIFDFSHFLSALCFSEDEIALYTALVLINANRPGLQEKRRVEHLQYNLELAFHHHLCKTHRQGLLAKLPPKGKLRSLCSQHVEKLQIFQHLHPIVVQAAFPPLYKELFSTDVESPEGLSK
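Using a luciferase readout, inhibitors were identified by reduced reporter activity in Drosophila cells coexpressing a copper-inducible Gal4–ROR gamma fusion and UAS-driven Photinus luciferase, incubated 20 hr after 700 uM copper sulfate.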
Coupling enz = counter-screen for Giardia aldolase inhibitors: coupling enzyme system | actives 0.67% (n = 290,000) | activity change, negative = inhibition, % at 58.2 µM, hits read low | coupling enzyme system counterscreen, AmpLite Red fluorescence; in the data active means activity change below about -30%; further: on the % scale 0 is the no-effect control and ±100 the full control effect
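Coupling enzymes only (glyceraldehyde-3-phosphate) + compound, at 57.5 uM final, 10 min RT; add substrate/coupling/AmpLite Red mix, 20 min RT; fluorescence ex 525/em 598 nm. Actives flag coupling-system interference.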
uPA generation = blocks generation of uPA at the cell surface; cell surface uPA generation assay, qHTS; Potency, µM (highest dose often 38.3 µM), without a hit: top-dose activity change, negative = inhibition, most hits filed as inhibitors; actives 0.31% (n = 330,000); AID 540303; active means well fitted inhibition curve with a large enough effect; inconclusive means small, poorly fitted or top-dose-only effect; inactive means no such curve, though single readings can be large or run the other way; tested in mouse RAW 264.7 cells; further: potency means the concentration at half of the fitted maximal effect; on the % scale 0 is the no-effect control and ±100 the full control effect; nearly all actives have a fitted effect of over 55% in size
Gal4-VP16 FLuc = Gal4-VP16 reporter inhibition counter-screen. AID 2546. Drosophila S2 Gal4-VP16 UAS-luciferase, luminescence, 20 h. Potency, µM (top dose mostly 53.6 µM), inactives show top-dose activity, negative = inhibition, usual class: inhibitors. actives 3.5% (n = 310,000);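 further: Gal4-VP16 expression switched on by copper sulfate through the metallothionein promoter; potency means the concentration at half of the fitted maximal effect; on the % scale 0 is the no-effect control and ±100 the full control effect; nearly all actives have a fitted effect of over 50% in size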
ELG1 genotoxic = induces genotoxicity in HEK293T cells with luciferase-tagged ELG1; Potency, µM (highest dose often 46 µM), for the others: at the highest dose activity change, positive = activation, actives largely listed as activators; actives 1.3% (n = 330,000); HEK293T ELG1-luciferase reporter, luminescence, 16 h; AID 504466; further: potency means the concentration at half of the fitted maximal effect; % of control where 0% means no effect; nearly all actives have a fitted effect of over 60% in size
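Screening used a luciferase reporter fused to human ELG1 in HEK293T cells. Luminescence was read on a CCD plate imager after 16 hr exposure and 30 min ONE-Glo incubation.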
FLuc modulator = inhibits or activates purified firefly luciferase, miR-21 counter-screen. P08659. purified FLuc, Km substrates, luminescence inhibition. Potency, µM (highest dose often 57.5 µM), for inactives: at the top dose activity change, negative = inhibition, actives largely listed as inhibitors. actives 6.9% (n = 360,000). AID 588342;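 further: potency means the concentration at half of the fitted maximal effect; plate controls were vehicle for no effect and reference inhibitor for full effect; nearly all actives have a fitted effect of over 55% in size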
Target sequence (P08659 whole entry, looked up): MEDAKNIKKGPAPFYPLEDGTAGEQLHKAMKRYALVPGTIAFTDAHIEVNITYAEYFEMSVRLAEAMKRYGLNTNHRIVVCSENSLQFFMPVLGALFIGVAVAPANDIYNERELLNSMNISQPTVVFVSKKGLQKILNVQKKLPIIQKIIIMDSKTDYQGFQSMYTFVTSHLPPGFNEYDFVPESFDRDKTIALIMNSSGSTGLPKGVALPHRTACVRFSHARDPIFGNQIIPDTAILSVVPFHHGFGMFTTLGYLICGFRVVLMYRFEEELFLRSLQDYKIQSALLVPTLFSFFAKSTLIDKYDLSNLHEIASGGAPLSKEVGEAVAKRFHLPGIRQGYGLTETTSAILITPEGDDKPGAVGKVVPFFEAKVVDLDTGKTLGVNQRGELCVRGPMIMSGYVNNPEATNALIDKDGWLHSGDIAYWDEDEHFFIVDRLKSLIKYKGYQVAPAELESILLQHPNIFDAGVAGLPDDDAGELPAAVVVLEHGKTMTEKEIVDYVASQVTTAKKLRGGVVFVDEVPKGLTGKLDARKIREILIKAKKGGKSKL
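Purified P. pyralis luciferase, 10 nM final, with Km-level 10 uM D-luciferin and 10 uM ATP in 50 mM Tris acetate pH 7.5, 10 mM Mg acetate, 0.01% Tween-20, 0.05% BSA; 6-point qHTS titration about 60 µM downward; luminescence read.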
Giardia kill = kills Giardia lamblia | actives 0.15% (n = 340,000) | activity change, % at 7.66 µM, hits read low | AID 540267 | Giardia lamblia trophozoite viability; in the data active means activity change below about -80%; inconclusive means between about -30% and that limit;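 further: parasites exposed to compound for two days anaerobically before the ATP read; on the % scale 0 is the no-effect control and ±100 the full control effect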
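Luminescent ATP signal served as the viability read-out, measured 15-30 min after adding ATP detection reagent to trophozoites that had been incubated with compounds for 48 hrs at 37 deg C anaerobically at 100 cells/well.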
* marks the source's active call; other numbers are inactive results; ? = inconclusive; . = no result given; [ ] = dose if it differs, or a comment. Unless noted, the call rests on the fitted dose curve; in most records, active means well fitted curve in the direction sought with a large enough effect; inconclusive means small, poorly fitted or top-dose-only effect, or another doubt; inactive means no such curve, though single readings can be large; an effect the other way counts as inactive or inconclusive.

SMILES	NPC1 prom act	KCNH2 3.1 block	Rab9 prom act	Tb PFK inh	RORgamma inh	Coupling enz	uPA generation	Gal4-VP16 FLuc	ELG1 genotoxic	FLuc modulator	Giardia kill
C[C@@H]1CC=C[C@H]2[C@H]1C(=O)N(Cc1ccccc1)[C@H]2c1ccc(-c2cc3ccccc3s2)cc1F	?	9	?	1%	33%	1	6%	2%	?	1.7µM*	5
COC(=O)c1c(C)nc(C)c(C(=O)OC)c1-c1ccsc1	0%	29	0%	0%	39%	-2	-13%	9%	-5%	-2%	-3
C=CCNc1nc(Cl)nc(NC2CCCCC2)n1	4%	-6	5%	1%	?	-2	-6%	7%	4%	-14%	2
CC(C)N(Cc1nc(-c2ccc(Cl)cc2)no1)C(=O)C(c1ccccc1)c1ccccc1	1%	-12	-2%	-2%	17%	-4	8%	-2%	-5%	7%	-8
CCOC(=O)C(c1ccccc1)N1CCN(c2ccc(OC)cc2)CC1 (stereo not given)	2%	7	8%	0%	13%	0	10%	-7%	-6%	1%	-5
COc1ccccc1OCCSc1nc2ccccc2n1CCO	1%	5	1%	-8%	-42%	0	-7%	-8%	-1%	17µM*	-26
COc1cc(C(=O)NC(=S)NNC(=O)c2ccc3c(c2)OCO3)cc(OC)c1OC	-2%	7	0%	-6%	?	8	-1%	4%	-2%	4%	14
O=C(CNC(=O)c1cccc(-n2cnnn2)c1)Nc1ccc(F)c(F)c1	0%	5	-2%	-1%	.	.	-9%	.	2%	-1%	13
Cc1ccc(NC(=O)C2CCN(S(=O)(=O)c3c(C)n[nH]c3C)CC2)nc1	-1%	4	-8%	-2%	1%	2	-2%	-6%	-6%	2%	5
S=c1[nH]c(-c2cccs2)cn1-c1ccccc1	8%	13	?	-21%	5µM*	2	-1%	?	13%	-16%	3
CC(C)CNC(=O)CCCc1ccccc1	-5%	13	-2%	1%	42%	1	0%	14%	2%	-11%	1
CC(C)(C)OC(=O)C[C@H]1C/C=C\C[C@@H](CC(=O)N(CCO)Cc2ccccc2)C(=O)N2CCC[C@H]2COC1=O	.	5	.	0%	.	.	15%	.	-6%	.	-6
COc1ccc(OC)c(/C=N\NC(=O)c2ccc(-c3ccccc3)cc2)c1	-4%	.	10%	-3%	-33%	.	-4%	-13%	-10%	?	-2
C#CCOCCOCCOCCNc1nc(N2CCN(C(=O)[C@H](Cc3ccc(O)cc3)n3cc([C@@H](N)C(C)CC)nn3)CC2)nc(N2CCN(C(=O)[C@H](Cc3cc4ccccc4[nH]3)n3cc([C@@H](N)C(C)CC)nn3)CC2)n1 (stereo not given in full)	1%	-8	11%	2%	-7%	1	15%	-22%	0%	-2%	-19
CCCCC1(Br)C(=O)N(c2ccccc2)N(c2ccccc2)C1=O	0%	7	-1%	0%	.	.	5%	.	3%	1%	11
CCC(C)NC(=O)CSc1ccc(Cl)cc1 (stereo not given)	12%	-2	6%	-11%	-7%	0	-2%	3%	10%	-8%	25
CCCC(C)C(=O)Nc1nnc(C)s1 (stereo not given)	-1%	0	6%	-1%	6%	1	.	-9%	0%	3%	-22
COCCN(Cc1ccco1)C(=O)Cn1ncc2c(=O)oc3ccccc3c21	0%	23	3%	-3%	18%	5	-11%	3%	-6%	1%	-11
Cc1ccc(C(=O)CSc2nc3cccnc3n2C)cc1	-1%	-10	-4%	-7%	-14%	-3	4%	15%	1%	-21%	2
O=C(CSc1nc2ccccc2c(=O)n1CC1CCCO1)NCC1CCCO1 (stereo not given)	3%	4	-4%	-5%	15%	0	2%	0%	-1%	1%	8
Cc1ccc(C)c(S(=O)(=O)N2CCCOC2CNC(=O)C(=O)NCCc2ccco2)c1 (stereo not given)	-1%	.	0%	0%	-12%	.	-1%	-5%	1%	-1%	2
CCOc1ccc(OCC(=O)Nc2c3c(nn2C(C)(C)C)CS(=O)(=O)C3)cc1	1%	0	11%	1%	-14%	.	-2%	-4%	-4%	-18%	6
O=C(NCCc1nc2ccccc2[nH]1)Nc1ccccc1	4%	12	2%	-6%	25%	1	.	1%	0%	0%	-4
Cc1c(C2(O)CCCCC2)[nH]c2ccc(C#N)cc12	.	-16	.	1%	.	.	7%	.	-2%	.	30[activator]
CCN(CC)CCN(Cc1cc2cc3c(cc2[nH]c1=O)OCO3)C(=S)NCc1ccco1	0%	8	3%	-6%	-3%	-10	.	-11%	1%	-1%	6
CCCc1cc(C(=O)N(C2CCCCC2)C2CCCCC2)no1	-3%	-9	-7%	4%	21%	1	-1%	-2%	-8%	3%	12
Cn1c(SCC(=O)N/N=C/C=C\c2ccccc2[N+](=O)[O-])nc2ccccc21	-1%	-16	-3%	0%	?	5	2%	?	-1%	1%	5
COc1ccccc1CNC(=O)C(CCSC)NC(=O)C1CCC(C)CC1 (stereo not given)	-1%	0	-2%	-1%	-15%	3	4%	-3%	1%	0%	-4
OCc1n[nH]c(CO)n1	1%	10	-5%	-3%	8%	4	.	5%	-1%	2%	5
O=C(CSc1ccc(-c2ccc(Cl)cc2)nn1)Nc1ccc2c(c1)OCCO2	-2%	6	0%	-15%	27%	2	-20%	-2%	9%	?	5
O=C(c1ccc(Br)cc1)N1CCN(S(=O)(=O)c2ccccc2)CC1	-1%	0	-10%	0%	?	5	-4%	-1%	-8%	-7%	9
Oc1ccc2c(c1)oc1cc(O)ccc12	-2%	4	0%	4%	?	2	?	10%	11%	19µM*	1
CC(C)Cn1c(N)c(C(=O)CSc2ccc3c(c2)OCCO3)c(=O)n(C)c1=O	-16%	-1	-26%	0%	?	-1	-2%	11µM*	-8%	5%	0
Cc1cccc(C)c1NC(=O)CSCC(=O)O	-4%	21	12%	0%	1%	5	-1%	-11%	-1%	0%	12
CC(=O)N1c2ccc(S(=O)(=O)N3CCCC3C(=O)Nc3ccc(C)cc3)cc2CC1C (stereo not given)	-4%	-4	2%	3%	-40%	2	-16%	2%	-5%	-1%	-23
C=CCNC(=O)c1ccc(N(CC=C)S(C)(=O)=O)cc1	-1%	0	-5%	-2%	35%	2	-2%	4%	-6%	-1%	2
COc1ccc(CCNC(=O)C(=O)NCC2OCCN2S(=O)(=O)c2ccc(Br)cc2)cc1 (stereo not given)	-9%	-1	-17%	1%	36%	0	0%	?	-3%	-2%	3
CCOc1ccc(N2Cc3ccccc3C2)cc1	?	3	3.5µM*	0%	1%	-7	1%	-7%	23µM*	12µM*	-15
CCOC(=O)c1cnc2c(cnn2C)c1NCCCN(C)C	0%	11	0%	0%	-19%	-1	.	-7%	-1%	-3%	4
CN1CCN(C(=S)NCCc2ccccc2)CC1	17%	12	4%	-1%	-17%	1	-3%	-3%[0.365 µM]	?	-20%	4
CCOc1ccc(S(=O)(=O)N2CCCCC2)cc1NC(=O)C1CSC2(C)CCC(=O)N12 (stereo not given)	0%	-24	0%	8%	.	.	-2%	.	-13%	5%	20
COc1cccc(CNC(=S)NC2CC2)c1	-5%	-29	0%	-1%	10µM*	2	.	-29%	2%	-2%	0
NCC(O)COCCC12CC3CC(CC(C3)C1)C2 (stereo not given)	1%	-3	1%	2%	-26%	-3	-1%	-11%	-1%	-4%	0
Cc1nnc(SCC(=O)N2CCN(C(=O)c3ccco3)CC2)n1C	-1%	6	-2%	-12%	.	.	13%	.	0%	6%	-13
Cn1c(SCC(=O)NC2CCCc3ccccc32)nnc1C1CC1 (stereo not given)	1%	8	-1%	-5%	.	.	11%	.	-2%	1%	-3
Clc1cccc(-c2nnc3n2CCCCC3)c1	1%	0	-1%	-1%	0%	1	0%	4%	6%	-3%	9
O=C(CSc1nc2ccccc2c(=O)n1NC(=O)c1ccccc1)c1ccccc1	?	-11	3.5µM*	2%	-8%	6	-3%	-13%	?	12µM*	11
Clc1cc(Br)ccc1OCCn1ccnc1	-4%	8	-5%	-8%	-24%	4	-1%	6%	1%	-3%	-7
COc1ccccc1N1CCN(C(=O)CSc2nc(N)cc(=O)[nH]2)CC1	-1%	-27	-7%	-1%	1%	-1	.	-5%	-1%	3%	7
CCC(C)NC(=O)CSc1nnc(-c2ccc(Cl)cc2)n1N (stereo not given)	-6%	-36	-5%	-6%	33%	-3	11%	-3%	-3%	-2%	27
COc1ccc(CNC(=O)C[C@H]2C(=O)N(C3CCCCC3)C[C@@H]2Cc2ccccc2)cc1	4%	-20	0%	0%	-27%	1	1%	10%	-2%	3%	5
Cn1c(-c2ccc(F)cc2)cnc1SCC(=O)Nc1ccccc1	-4%	-9	-13%	-18%	-36%	6	-8%	-12%	-6%	-3%	-20
Cc1sc2nc(CSCC(=O)N3CC(C)OC(C)C3)[nH]c(=O)c2c1C (stereo not given)	2%	-7	2%	-1%	.	.	0%	.	-1%	8%	8
